Screens (PubChem)
CatB block – human cathepsin B inhibitors, primary screen, biochemical, fluorogenic substrate. AID 453, 2006. 0.1% of 63,000 active. inhibition, %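 (tested at 10 µM)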. purified cathepsin B, fluorescence. P07858; in the data active means inhibition above about 21%;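 further: 0% = enzyme with no compound and 100% = no enzyme blank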
AP complement – alternative complement pathway inhibitors, primary screen, biochemical, ELISA, human serum, orthogonally pooled compounds. inhibition, % at 5 µM. 0.08% of 62,000 active. LPS-coated ELISA, C3 deposition; tested in compound mixtures. AID 1235, 2008;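 active means inhibition above 30% in each of the two pooled mixtures holding the compound, so the lower value exceeds 30%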;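 further: 0% = serum in Mg-EGTA without compound and 100% = EDTA serum blank; some compounds past the cut are filed as inactive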
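Test system: human serum alternative complement pathway, C3 deposition on LPS-coated wells; also added: Plate-bound LPS; doses: 5 µM per compound in ten-compound mixtures; schedule: 1 h at 37 °C; detection: Anti-C3 ELISA, OD 450 nm; evaluation: percent inhibition of C3 deposition onto LPS; repeats: two pool placements per compound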
C1s block – complement C1s protease inhibitors, primary screen, biochemical, 10-compound mixtures; Complement C1s subcomponent (Homo sapiens), P09871; AID 538, 2006; 0.16% of 62,000 active; mean inhibition % of two 10-compound mixtures (hits give high values), % at 5 µM (by protocol); purified C1s, fluorogenic AMC substrate, pooled mixtures;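 active means inhibition above 20% in each of the two 10-compound mixture wells holding the compound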;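 further: 0% = enzyme wells lacking compound mixture and 100% = no-enzyme blank wells; some compounds called inactive have numbers as strong as hits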
CatL inh – inhibitors of human cathepsin L, biochemical | Procathepsin L (Homo sapiens), P07711 | purified cathepsin L, fluorogenic substrate, fluorescence | inhibition, %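 (tested at 10 µM)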 | 0.17% of 58,000 active | AID 460, 2006; in the data active means inhibition above about 45%;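 further: 0% = enzyme with no compound and 100% = no enzyme blank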
CatB mix inh – cathepsin B inhibitors from pooled compounds, primary screen, biochemical, compound mixtures, AMC fluorescence | 0.06% of 62,000 active | inhibition, %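 (ten-compound pools at 5 µM per compound and 50 µM total)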 | AID 488, 2006 | Purified cathepsin B, AMC dipeptide fluorescence | P07858; in the data active means inhibition above about 22%, passing the limit was not always enough;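 further: 0% = enzyme without compound and 100% = no enzyme blank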
CatG inh – human cathepsin G inhibitors, primary screen, biochemical, pooled compound mixtures, AMC fluorescence | 0.2% of 62,000 active | AID 581, 2007 | inhibition, % at 5 µM (by protocol) | P08311 | purified enzyme, AMC-tetrapeptide fluorescence;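 active means inhibition above 20% in each of the two mixture wells holding the compound; inactive means inhibition of 20% or less in either well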;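 further: 0% = enzyme control without mixture and 100% = blank lacking enzyme; strong numbers were not always called active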
CatS block – inhibitors of human cathepsin S, biochemical, compound mixtures; P25774; recombinant cathepsin S, AMC dipeptide fluorescence, pooled mixtures; inhibition, %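 (tested at 5 µM per compound within 10-compound mixtures)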; 0.06% of 62,000 active; AID 501, 2006; in the data active means inhibition above about 32%, passing the limit was not always enough;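 further: 0% = enzyme without compound and 100% = blank without enzyme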
FXIa inh mix – FXIa protease inhibitors in compound pools, primary screen, biochemical, 10-compound mixtures; purified FXIa, fluorogenic substrate, pooled mixtures; 0.19% of 62,000 active; inhibition, % at 5 µM; Coagulation factor XI (Homo sapiens), P03951; AID 680, 2007;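 further: each value is inhibition by a whole ten-compound pool holding the compound; 0% = enzyme with no mixture and 100% = wells lacking enzyme; strong numbers were not always called active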
FXIIa mix inh – human factor XIIa inhibitors, primary screen, biochemical, pooled compound mixtures, fluorogenic substrate. purified FXIIa. AID 684, 2007. 0.2% of 62,000 active. inhibition, % at 5 µM;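 further: 0% = enzyme without compound and 100% = no enzyme blank; some results filed as inactive read as strong as hits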
Numbers without * were called inactive; nt = no result given. Unless noted, no stated cut-off is given here; in the data, active means inhibition above about 20% (passing the limit was not always enough); inactive means the rest.

entry	compound	CatB block	AP complement	C1s block	CatL inh	CatB mix inh	CatG inh	CatS block	FXIa inh mix	FXIIa mix inh
1	Cc1cc(OCCN2CCCCC2)nc2ccccc12	8	-2	23	13	-2	11	10	6	6
2	O=C(CCCn1c(=S)[nH]c2cc3c(cc2c1=O)OCO3)NC1CC1	1	13	17	1	3	12	-12	3	9
3	CC1CCC(NC(=O)C2CCN(c3cnccn3)CC2)CC1 (centres undefined)	4	-9	14	6	1	8	18	1	5
4	COc1ccc(N2CCN(Cc3nc(N)nc(N4CCCc5ccccc54)n3)CC2)cc1	0	-12	-23	18	-3	1	-10	-7	-3
5	O=C(CNC(=O)c1ccco1)OCc1c(F)cccc1Cl	13	-3	-2	4	6	-2	13	10	1
6	CN(C)C(=O)Cn1c(SCC(=O)NC2CCCCC2)nc2ccccc21	-1	9	3	-2	0	4	-6	10	9
7	CCn1cc(C(=O)NCc2ccc3c(c2)OCO3)c(=O)c2cc(S(=O)(=O)N3CCOCC3)ccc21	0	14	13	-2	6	12	1	7	-1
8	Cc1ccc(F)c(NC(=O)C2CCCCC2C(=O)O)c1 (centres undefined)	4	5	14	2	-1	9	-1	9	2
9	CCCc1nc2ccccc2c(=O)n1-c1c(C)n(C)n(-c2ccccc2)c1=O	12	2	6	10	5	15	14	12	4
10	CCOc1ccccc1Nc1nnc(SCC(=O)Nc2cc(C)on2)s1	6	2	-1	7	7	-7	9	7	9
11	COc1ccc(CCN2C(=O)c3cccnc3C2=O)cc1OC	3	5	15	6	4	13	14	11	4
12	Cc1ccccc1NC(=O)CC1SCCNC1=O (centres undefined)	0	-4	-1	-2	3	-4	-3	3	7
13	COC(=O)C1C(=O)C2=C(CC1C)NC(=O)CC2c1ccccc1 (centres undefined)	-1	4	2	0	8	-6	-1	12	-2
14	O=C(Nc1ccc(N2CCN(Cc3ccccc3Cl)CC2)cc1)c1cccnc1	6	7	-14	6	8	-26	9	4	-2
15	CCCc1nc2sc3c(c2c(=O)n1N)CCC3	-8	17	-32	4	2	-3	1	1	-16
16	CCOc1ccc(N/C(SC)=C(/C#N)C(N)=O)cc1	5	0	-33	-4	-2	-11	-4	5	-3
17	CCC(C)NC(=O)C1CCCN(S(=O)(=O)c2ccc(-n3cnnn3)cc2)C1 (centres undefined)	3	0	-32	2	0	-13	-14	-9	9
18	COc1cccc(NC(=O)CCN2CCN(c3ccccc3F)CC2)c1	-1	8	13	-2	-2	7	-11	5	7
19	COc1ccccc1-c1nnc2sc(-c3cnccn3)nn12	2	16	-40	-5	-4	5	-10	-1	13
20	Cc1noc(C)c1CN1C(=O)NC2(CCCCCCC2)C1=O	2	3	-58	11	-7	0	9	-2	-3
21	O=c1cc(NCCO)c2ccccc2o1	7	9	-29	9	2	8	-5	-6	-6
22	Cc1cc(N2CCN(C(=O)c3ccco3)CC2)n2nc(C)c(-c3ccc(Cl)cc3)c2n1	-5	17	-10	-128	5	-1	12	8	3
23	Cc1nnc2n(-c3ccccc3)c(=O)c3c4c(sc3n12)CCCC4	0	-5	-12	5	-1	8	33	0	2
24	CCOC(=O)c1csc(NC(=O)CSc2nnc(C3CC3)n2C)n1	3	5	6	-6	-2	4	-3	12	-13
25	O=C(c1ccncc1)c1ccc(Br)cc1	3	9	11	1	3	13	11	5	1
26	CCOc1cc(N2CCOCC2)c(OCC)cc1NC(=O)c1nc2nc(C)cc(C)n2n1	1	-5	-43	nt	-1	3	-4	6	1
27	Cc1ccccc1OCC(=O)Nc1cccc(NC(=O)c2ccco2)c1	0	16	-11	6	-2	-2	1	15	2
28	CSc1nnc2c3cc(C)ccc3n(Cc3ccccc3)c2n1	-3	-4	4	2	1	2	9	0	0
29	Cc1c(C(=O)OCCOC(C)C)[nH]c2c1C(=O)CC(c1ccco1)C2 (centres undefined)	3	7	17	-1	5	16	1	14	-3
30	CCCCCOC(=O)NCC(O)c1ccccc1 (centres undefined)	1	-7	10	15	4	12	14	7	-14
31	Cc1cccc(NC(=O)c2ccc(NS(=O)(=O)c3c(C)noc3C)cc2)c1	5	7	-2	19	1	8	-14	-7	3
32	CCCc1[nH]nc2c1C(c1cc(OC)ccc1F)C(C#N)=C(N)O2 (centres undefined)	0	10	18	-5	2	11	-6	8	-15
33	CCN(C(=O)c1c(OC)cccc1OC)c1nnc(-c2cccnc2)s1	1	6	-5	9	0	-43	2	-6	-24
34	COc1ccc(C(=O)C(CO)Oc2ccccc2OC)cc1OC (centres undefined)	3	11	4	-6	1	2	-3	9	11
35	O=C(Nc1cc(C(F)(F)F)ccc1N1CCOCC1)c1ccco1	-3	16	-26	25	7	0	13	7	15
36	CC1CCc2nc(NC(=O)Cc3cccs3)sc2C1 (centres undefined)	-1	-6	7	4	-6	0	8	4	-5

Screen by screen, from the results shown.
Entries 29 to 36 in CatG inh: 16, 12, 8, 11, -43, 2, 0, 0
Entries 29 to 36 in AP complement: 7, -7, 7, 10, 6, 11, 16, -6

Next section
entry	compound	CatB block	AP complement	C1s block	CatL inh	CatB mix inh	CatG inh	CatS block	FXIa inh mix	FXIIa mix inh
37	CC(NC(=O)C1CCCCC1)C(c1cccs1)N1CCOCC1 (centres undefined)	2	11	-24	-6	1	-8	-5	5	2
38	Cc1cc(-c2nnc(SCC(=O)NC3CCCC3)o2)no1	2	8	1	1	-5	16	16	0	-17
39	CC(C)CCOCC(=O)Nc1cccc(C(=O)O)c1	2	1	15	-5	6	11	13	10	9
40	Cc1noc(NS(=O)(=O)c2ccc(NC(=O)CCC3CCCC3)cc2)c1C	1	6	15	9	5	2	3	3	7
41	CN(Cc1ccccc1)Cc1ccccc1F	1	2	11	7	5	12	15	11	-26
42	Cc1oc(-c2cccc(Cl)c2)nc1CN1CCC(C(=O)N2CCN(c3ccccc3F)CC2)CC1	5	-13	-29	25	1	-15	nt	-6	8
43	COC(=O)c1ccc(NC(=O)CS(=O)(=O)Cc2ccccc2)cc1	2	7	40	2	25	8	-7	5	-1
44	O=C(CSc1ncc(C(F)(F)F)cc1Cl)N1CCN(S(=O)(=O)c2ccccc2)CC1	0	20	-3	-10	-1	4	-5	5	8
45	Cc1c(C#N)c2ncn(Cc3ccccc3)c(=O)c2n1-c1ccccc1	-3	5	5	nt	2	0	5	4	11
46	CS(=O)(=O)N1CCN(C(=O)c2ccc(-c3ccccc3)cc2)CC1	-2	7	-28	3	7	-3	10	1	10
47	CN(C)S(=O)(=O)c1ccc(C(=O)N2CCN=C2SCc2cccnc2)cc1	4	14	2	-1	1	7	-6	-4	12
48	Cn1c(=O)n(CC(=O)NC2CCCCC2)c(=O)c2ccccc21	1	20	-4	-6	2	9	-10	0	0
49	O=C1CC(c2ccco2)CC(O)=C1C=NCC1NCCc2ccccc21 (centres undefined)	-2	4	-7	5	0	3	-2	4	-5
50	COc1cccc(OCCn2ccnc2)c1	0	-12	-3	6	2	-1	7	4	1
51	COC(=O)[C@@H](NC(=O)NCc1cccs1)C(C)C	-1	4	0	-9	0	5	14	7	-2
52	COc1cc(C)c(S(=O)(=O)Nc2ccccc2F)cc1C	2	-7	-6	10	-7	-7	-2	1	11
53	C(=N/n1c2ccccc2c2ccccc21)/c1ccco1	4	1	-118	10	3	-7	7	-7	0
54	COC(=O)CC1=Nc2ccccc2NC(=O)C1	6	3	-7	14	4	-1	14	3	1
55	CCn1c(-c2cccc(Cl)c2)n[nH]c1=S	7	5	10	nt	3	9	14	6	2
56	CCN(C1CCCCC1)S(=O)(=O)c1ccc(C(=O)O)cc1	-2	-5	-19	0	-4	-3	8	-11	3
57	COc1ccc(S(=O)(=O)Cc2ccc(C(=O)N3CCN(c4cc(Cl)ccc4C)CC3)o2)cc1	-2	3	3	nt	4	-2	17	2	3
58	Cc1ccc2nc(CCc3nc4ccc(C)cc4o3)oc2c1	1	8	-5	3	-6	9	-3	1	8
59	Cn1nc(C(=O)NCC2CCCO2)c2ccccc2c1=O (centres undefined)	5	-5	11	16	2	9	3	1	8
60	O=C(Nc1c(-c2ccccc2)nc2ccccn12)c1ccco1	2	-1	4	-8	44	-1	2	1	-16
61	COc1cc(CNc2ncn[nH]2)cc(Br)c1OC	5	17	1	10	-1	9	0	9	12
62	CC(NC(=O)CN1C(=O)COc2ccccc21)c1ccccc1 (centres undefined)	1	15	2	-5	2	-1	-2	3	13
63	CC(C)(C)c1cc(C(=O)N2CCc3ccccc32)ccn1	1	7	-2	2	-6	8	0	1	7
64	COc1ccccc1COCC(O)CNCC1(N2CCCCC2)CCCCC1 (centres undefined)	3	18	13	-7	5	11	22	5	2
65	CC(C)CCNC(=O)CCCn1c(=O)[nH]c2ccc(Br)cc2c1=O	6	-8	-5	3	4	-3	17	12	1
66	CN(C1CCCCC1)S(=O)(=O)c1ccc(NC(=O)c2ccco2)cc1	0	4	12	12	1	9	1	0	3
67	CCN(CC)CCCN1C(=O)C(O)=C(C(=O)c2ccco2)C1c1ccc(OC(C)C)cc1 (centres undefined)	0	2	14	11	3	10	-3	9	9
68	O=C(CN1CCN(Cc2ccccc2)CC1)N1CCCc2c1c(=O)oc1ccc(O)cc21	1	-9	-17	-7	-1	-11	-2	0	6
69	O=C(NCCCn1ccnc1)c1noc2c1CCc1ccccc1-2	5	6	17	26	3	95*	10	19	5
70	Cn1c(SCc2cccc(F)c2)nnc1-c1ccccn1	0	5	5	7	2	8	0	1	-16
71	COC(=O)c1[nH]c2cccc(OC)c2c1NC(=O)CN1CCC(C(N)=O)(N2CCCCC2)CC1	0	-2	-2	2	3	-8	-3	8	4
72	Nc1cc(N)cc(-c2nc3ccccc3o2)c1	3	-13	4	9	2	-7	10	-1	9
73	CC(NC(=O)c1ccc(Cl)cc1)C(=O)NC1=NCCS1 (centres undefined)	8	11	-12	-4	7	-1	14	7	1
74	CC(=O)Oc1ccc(N(C(C)=O)S(=O)(=O)c2cccs2)cc1	8	-9	14	18	-1	9	12	1	6
75	CN(C)c1cccc(-c2nnc(SCCCC#N)o2)c1	8	-4	-46	-2	5	-13	10	1	2
76	COC(=O)CN1C(=O)C(O)(CC(=O)c2ccc(C)cc2)c2cc(Br)ccc21 (centres undefined)	1	12	8	-2	-8	12	-3	-1	3
77	COc1ccc(NC(=O)CSC2=NC(=O)CC(C)=N2)cc1	6	-18	-15	9	6	-7	15	6	-4
78	O=C(Nn1cnc2ccccc2c1=O)C1CCCCC1	1	19	16	-5	5	8	-2	3	6
79	O=C(O)Cc1coc(-c2ccc(F)cc2)n1	5	8	-144	7	-18	-24	-4	-41	4
80	O=C(Nc1ccc2c(c1)OCO2)c1nn(-c2ccccc2)c(=O)c2ccccc12	-2	-6	4	5	3	0	6	10	2
81	N#Cc1sc2nc3c(c(-c4cccnc4)c2c1N)CCC3	-5	6	8	17	4	0	5	5	-15
82	COc1cc(S(=O)(=O)n2c(C)nc3ccccc32)ccc1F	-3	14	5	12	7	1	-10	7	5
83	Cc1ccc(-c2cn3cccnc3n2)cc1NC(=O)c1c(-c2ccccc2Cl)noc1C	-9	13	-89	-199	2	-8	2	7	2

This is a subset. The share of hits here may be higher or lower than overall.
